# FBW7 act – activators of human E3 ligase FBW7 | hit rate 0.13% among 650,000 | AlphaScreen FBW7–phospho-cyclin E peptide binding, activator screen | normalized activity (activation), % at 26.1 µM | Q969H0; in the data active means normalized activity above about 1.9%;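 further: purified mutant Fbw7 with reduced substrate affinity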
# TEAD-YAP block – TEAD-YAP interaction inhibition; HEK-TIYL cells, TEAD-Gal4/YAP UAS-luciferase luminescence; inhibition, % at 9.12 µM; hit rate 1.4% among 640,000; AID 1259422; in the data active means inhibition above about 32%;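 further: 0% = median of test compound wells and 100% = reference inhibitor wells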
# GPR151 ag – activates the human receptor GPR151; PathHunter beta-arrestin GPR151 cells, luminescence; activation, % at 11.2 µM; hit rate 1% among 650,000; in the data active means activation above about 4.9%;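 further: 0% = median of compound wells and 100% = cells with positive control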
# Target sequence (Q8TDV0 whole entry, looked up): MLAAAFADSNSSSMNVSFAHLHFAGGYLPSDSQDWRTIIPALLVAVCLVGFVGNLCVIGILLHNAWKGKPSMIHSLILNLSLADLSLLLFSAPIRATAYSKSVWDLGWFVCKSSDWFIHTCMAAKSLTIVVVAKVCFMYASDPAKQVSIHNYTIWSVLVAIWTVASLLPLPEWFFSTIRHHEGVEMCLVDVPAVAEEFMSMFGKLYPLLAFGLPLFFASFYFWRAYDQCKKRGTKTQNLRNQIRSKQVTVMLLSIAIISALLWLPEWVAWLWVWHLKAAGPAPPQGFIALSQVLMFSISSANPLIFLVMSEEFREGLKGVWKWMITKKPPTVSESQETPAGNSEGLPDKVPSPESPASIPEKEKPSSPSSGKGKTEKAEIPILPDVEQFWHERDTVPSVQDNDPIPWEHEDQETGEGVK
# MITF inh – human MITF inhibition, primary screen | inhibition, % at 2.6 µM | AID 1259374 | AlphaScreen MITF homodimerization, bead proximity signal | O75030 | hit rate 0.91% among 650,000; in the data active means inhibition above about 50%;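 further: 0% = vehicle wells with protein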
# Target sequence (O75030 whole entry, looked up): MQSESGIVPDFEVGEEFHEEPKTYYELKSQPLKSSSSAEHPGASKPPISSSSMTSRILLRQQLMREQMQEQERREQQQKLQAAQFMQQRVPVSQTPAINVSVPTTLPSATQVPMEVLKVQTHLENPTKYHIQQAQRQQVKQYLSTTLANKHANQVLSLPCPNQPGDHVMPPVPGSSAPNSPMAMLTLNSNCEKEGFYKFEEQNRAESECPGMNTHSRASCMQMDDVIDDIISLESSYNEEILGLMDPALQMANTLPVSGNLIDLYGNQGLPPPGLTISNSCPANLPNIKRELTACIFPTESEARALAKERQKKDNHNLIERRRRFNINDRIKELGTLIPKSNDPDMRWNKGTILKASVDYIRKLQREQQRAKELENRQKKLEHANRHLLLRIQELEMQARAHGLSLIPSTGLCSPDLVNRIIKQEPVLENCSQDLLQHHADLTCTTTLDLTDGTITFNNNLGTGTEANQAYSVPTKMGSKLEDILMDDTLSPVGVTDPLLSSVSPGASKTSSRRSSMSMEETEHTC
# Starred values were filed as active, the others as inactive.
# Fields – FBW7 act	TEAD-YAP block	GPR151 ag	MITF inh
> Cc1cc(C)c(/C=C2/SC(N)=NC2=O)c(C)c1
 : 0.1	-8	-1.0	12
> CN1C(=O)NC(=O)/C(=C/c2cn(Cc3ccc(Cl)cc3)c3ccccc23)C1=O
 : -0.1	6	-0.3	-18
> c1ccc(N2CCN(c3ncnc4nc[nH]c34)CC2)cc1
 : 0.0	-11	-4.6	9
> CCOC(=O)c1cnc2c(C)cc(Cl)cc2c1NC(C)c1ccccc1 (stereo not drawn)
 : 0.2	7	-0.8	10
> O=C(CSCC(=O)Nc1ccc2ccccc2c1)Nc1ccccc1
 : 0.2	-5	-0.2	-1
> Nc1cc(N)cc(C(=O)OCC(=O)Nc2ccc3c(c2)C(=O)c2ccccc2C3=O)c1
 : 0.0	-31	-1.2	9
> CCn1c(SCC(=O)Nc2ccc3c(c2)OCO3)nnc1-c1c[nH]c2ccccc12
 : 0.1	-3	-0.4	14
> CC(C)C(c1nnnn1C(C)C)N1CCN(c2ccccc2F)CC1 (stereo not drawn)
 : -0.1	6	0.1	8
> COc1ccc(-c2[nH]nc3c2C(c2ccc(SC)cc2)C(C#N)=C(N)O3)cc1 (stereo not drawn)
 : -0.1	-9	1.8	-4
> Cc1ccc(Sc2cc(C(=O)NCc3ccc(Cl)cc3)c3ccccc3n2)cc1
 : 1.1	-1	-1.7	13
> CC(NC(=O)CSc1n[nH]c(-c2cccs2)n1)C1CC2CCC1C2 (stereo not drawn)
 : 0.1	-3	1.2	-2
> COc1ccccc1N1CCN(C2CCCN(C(=O)Cn3ccc(C)n3)C2)CC1 (stereo not drawn)
 : 0.0	11	0.0	-20
> NC(=O)COC(=O)Cc1c(F)cccc1Cl
 : -0.2	0	0.3	-4
> O=C(CSc1nc2ccccc2c(=O)n1CCCN1CCCCC1)Nc1ccccc1Cl
 : -0.1	-18	1.6	-7
> Ic1ccc(OCCCNC2CCCC2)cc1
 : -0.2	13	1.0	9
> CCNC(=O)c1ccccc1SCc1ccccc1
 : 0.7	-7	1.3	15
> COC(=O)C1C(=O)NC(SCC(=O)Nc2cccc(Cl)c2C)=C(C#N)C1c1ccccc1Cl (stereo not drawn)
 : 0.1	11	-1.1	14
> CC(=O)Nc1ccccc1NC(=O)COc1cc(Cl)c(Cl)cc1Cl
 : 0.6	-9	-0.3	8
> COc1ccc(Br)cc1/C=C/C(=O)c1ccc(NC(C)=O)cc1
 : 0.1	-9	0.8	5
> Cc1ccc2cc(CCNS(=O)(=O)c3ccc([N+](=O)[O-])cc3)c(=O)[nH]c2c1C
 : 0.1	4	0.2	21
> CCCN1CCC(NC(=S)Nc2cc(Cl)ccc2OC)CC1
 : -0.1	16	3.4	4
> Cc1ccc(S(=O)(=O)N2CCC(C(=O)OCC(=O)c3ccccc3)CC2)cc1
 : 0.3	5	0.5	8
> COc1ccc(/C=C(\C#N)c2nc3ccc(C)cc3[nH]2)cc1
 : -0.2	-26	-0.1	5
> COc1ccc(OC(C)C(=O)Nc2ccccc2Br)cc1 (stereo not drawn)
 : -0.1	3	-1.2	3
> O=C(O)C1CCCN1S(=O)(=O)c1ccc(Cl)c(Cl)c1 (stereo not drawn)
 : -0.1	5	0.6	12
> CCC(C)Nc1nc(C)c(C(=O)N(C)C)s1 (stereo not drawn)
 : 0.1	-1	-1.2	-12
> O=C(CN1C(=O)c2ccccc2C1=O)Nc1cc(Br)ccc1Br
 : 0.1	5	-1.6	-17
> CCOC(=O)c1nnn(-c2nc(N)nc(N(c3ccccc3)c3ccccc3)n2)c1C
 : 0.0	-1	-1.0	1
> Cc1ccc(NC(=O)COC(=O)CCn2[nH]c(=O)ccc2=O)cc1C
 : 0.1	4	-1.8	-16
> O=c1c[n+]([O-])c2ccccc2n1OCc1ccc(Oc2ccccc2)cc1
 : -0.2	4	2.0	2

# Part of the list above in order of molecular weight, smallest number first:
# Fields – FBW7 act	TEAD-YAP block	GPR151 ag	MITF inh
> NC(=O)COC(=O)Cc1c(F)cccc1Cl
 : -0.2	0	0.3	-4
> Cc1ccc(NC(=O)COC(=O)CCn2[nH]c(=O)ccc2=O)cc1C
 : 0.1	4	-1.8	-16
> COc1ccc(Br)cc1/C=C/C(=O)c1ccc(NC(C)=O)cc1
 : 0.1	-9	0.8	5

# (cont.)
# Fields – FBW7 act	TEAD-YAP block	GPR151 ag	MITF inh
> COc1cccc2cc(C(=O)n3ccc(C)n3)c(=O)oc12
 : 0.0	-2	-0.6	2
> O=C1OC(/C=C/c2ccccc2)=NC/1=C/c1ccc([N+](=O)[O-])cc1
 : 0.0	4	-1.8	-21
> COc1ccc2c(c1)C1NC(=S)N(c3ccc(C)cc3)C(C)(O2)C1C(=O)N(C)C (stereo not drawn)
 : 0.1	-1	-0.2	-7
> Cc1c(Cl)c(C(=O)Nc2nc3ccccc3n2CCN2CCCCC2)nn1C
 : -0.4	2	-0.8	-14
> COc1cccc(NC(=O)C(=O)NCC2CCCN2S(=O)(=O)c2ccc(C)cc2)c1 (stereo not drawn)
 : -0.4	-42	0.0	3
> O=C(c1ccc(F)cc1)C(C(=O)N1CCCC1)n1cc(Cl)ccc1=O (stereo not drawn)
 : 0.8	13	-1.2	-1
> CN(C)c1ccc(/C=N/NC(=O)c2cnccn2)cc1
 : -0.4	-53	-3.8	-9
> Cc1cccc(C)c1OCC(=O)Nc1ccc(-c2nc3ccccc3[nH]2)cc1
 : 0.1	-29	-0.8	-6
> C=CCn1c2ccccc2n2nc(C)c(=O)nc12
 : -0.1	-1	-0.4	-2
> CC(C)(C)c1ccc(C(=O)NCc2ccccn2)cc1
 : -0.4	-46	0.1	8
> Cc1ccc(NC(=O)CSc2nc(N)cc(=O)[nH]2)cc1S(=O)(=O)N1CCCCC1
 : -0.3	-2	1.0	7
> Cc1ccccc1Oc1ccc(S(=O)(=O)N2CCN(C)CC2)cc1
 : -0.1	5	-0.1	17
> CCOC(=O)c1ccccc1C(=O)N1CCOCCN(C(=O)c2ccccc2C(=O)OCC)CCOCC1
 : 0.0	-6	-0.7	8
> COc1ccc(-c2cc(C(=O)NCc3cccnc3)no2)cc1
 : 0.0	-29	0.2	1
> CCCNc1nc(Nc2ncccn2)nc2c1ncn2CCN1CCCC1=O
 : 0.2	3	3.4	5
> CO/N=C(\C)c1ncc(C(F)(F)F)cc1N1CCOCC1
 : 0.5	0	-2.6	-5
> O=C(O)c1cccc(NC(=O)c2ccc(N3C(=O)c4ccc([N+](=O)[O-])cc4C3=O)cc2)c1
 : 0.0	19	-7.6	9
> O=C(CCC1(Cc2cccs2)CCC(=O)N1)NCc1nc(-c2ccccc2)cs1 (stereo not drawn)
 : 0.1	10	-0.6	1
> O=C(NCc1ccccc1)c1cncc(-c2ccc(C(=O)NC3CC3)cc2)c1
 : -0.1	-2	3.3	-9
> N#Cc1ccc(/C=N/NC(=O)CSc2nc3ccccc3s2)cc1
 : 0.1	5	-0.1	-1
> O=C(Cn1cnc2ccccc2c1=O)Nc1cccc(C(F)(F)F)c1
 : -0.1	6	4.2	7
> COc1ccccc1C(=O)Oc1ccccc1N1C(=O)C2C3CCC(C3)C2C1=O (stereo not drawn)
 : -0.1	-11	2.4	-24
> Cc1cccc(OCC(O)Cn2c(N3CCNCC3)nc3c2c(=O)[nH]c(=O)n3C)c1 (stereo not drawn)
 : -0.1	18	-0.3	-5
> CCOC(=O)c1ccc(N2CCN(c3ccc(F)cc3)CC2)c(NC(=O)Nc2cccc(OC)c2)c1
 : -0.1	1	0.8	7
> COc1cc2[nH]c(=O)c(C(=O)NC3CC3)c(O)c2cc1OC
 : 0.0	0	-0.6	-2
> O=C(CN(C(=O)c1csnn1)c1cccc(F)c1)NCc1ccc(F)cc1
 : -0.1	0	-0.1	7
> COc1cccc(NC(=O)CSc2nc3c(sc(=S)n3Cc3ccco3)c(=O)n2-c2ccc(F)cc2)c1
 : -0.1	6	0.3	-2
> Cc1cc(Nc2cc(Cl)ccc2O)n2ncnc2n1
 : -0.1	-4	1.3	4
> CC(C)(C)C(=O)Cn1c(=O)n(Cc2ccco2)c(=O)c2ccc(Cl)cc21
 : 0.1	11	-0.6	4
> C=CCNC(=O)c1ccc(-c2ccccc2)nc1NCCc1ccccn1
 : 0.4	-2	0.1	14
> O=c1c2c(nc(SCc3ccccn3)n1CCc1ccccc1)CCS2
 : -0.1	11	-0.3	-3
> Cc1ccc(NC(=O)Cn2cc(C#N)c3ccccc32)cc1
 : 0.6	10	-0.6	-3
> COc1ccc(C2C(C(=O)NCCN(C)C)c3ccccc3C(=O)N2C2CCCCC2)cc1 (stereo not drawn)
 : 0.0	1	-1.0	-9
> C=CCOC(=O)c1[nH]c2c(c1C)C(=O)CC(c1ccc(OC)c(OC)c1)C2 (stereo not drawn)
 : -0.1	3	-0.4	17
> CCc1ccc(-c2nc(-c3ccncc3)no2)cc1
 : 0.1	-56	-2.5	17
> O=[N+]([O-])c1ccc(NCCNS(=O)(=O)c2ccccc2)c(C(F)(F)F)c1
 : -0.1	14	4.4	9
> O=C(/C=C/c1ccccc1)Nc1ccc(Oc2ccc(C(=O)O)c(C(=O)O)c2)cc1
 : 0.8	-13	-1.0	11
> CC(C)OC(=O)c1cccc(C(=O)Nc2cccc(C(F)(F)F)c2)n1
 : -0.1	8	0.7	9
> CCOc1ccc(N(CC)c2nc(-c3ccc(OC)cc3)no2)cc1
 : 0.2	4	3.3	-3
> COC(=O)C1=C(C)NC(C)=C(C(=O)OC)C1c1cccs1
 : 0.2	10	-0.8	12
> COc1ccc(OC)c(NC(=O)c2sc3nc4ccccc4cc3c2N)c1
 : 0.1	7	0.1	2
> CCOC(=O)c1sc2nc(SCC(=O)NCCc3ccccc3)n(Cc3ccc(OC)cc3)c(=O)c2c1C
 : 0.6	-13	1.3	2
> Cn1cc(Cl)c(C(=O)NCc2cccc(F)c2)n1
 : 0.0	-1	0.0	-5
> COc1ccc2c(c1)sc(=NC(=O)c1ccc(S(=O)(=O)N(C)C)cc1)n2C
 : -0.1	6	-1.4	13
> O=C(NCCCNc1ccc([N+](=O)[O-])cc1)c1cc2ccccc2o1
 : -0.5	2	-0.2	-12
> CN1CCN(CCCNC(=O)c2cc3c(s2)-c2ccc(Cl)cc2SC3)CC1
 : -0.3	-5	1.1	5
> CCc1ccc(NC(=O)CSc2ncnc3ccccc23)cc1
 : 0.5	2	2.6	4
> Cc1ccc(-c2ccc3ccccc3n2)c(C)c1
 : 0.1	6	0.8	-4
> COc1ccc(Nc2nc(C)nc3c2nnn3Cc2ccccc2)cc1OC
 : 0.5	14	0.9	16
> S=c1[nH]nc(-c2cccnc2)n1-c1ccc(Cl)cc1
 : 0.4	15	1.9	7
> Clc1ccccc1CSc1nc(NCc2ccco2)c2ccccc2n1
 : -0.1	-6	2.4	-5
> CC(=O)Nc1ccc(Nc2ncnc3nc(N4CCOCC4)[nH]c23)cc1
 : -0.1	31	0.2	0
> O=C(Nc1ccnn1C1CCN(Cc2ccccc2OCCO)CC1)c1cccc(F)c1
 : 0.0	-6	5.9*	-10
> COc1ccc(NS(=O)(=O)c2c[nH]c(=O)[nH]c2=O)cc1OC
 : 0.1	2	-2.4	10
> COc1ccc(CNc2nc(-c3ccc(OC)c(OC)c3)no2)cc1
 : 0.0	-10	4.7	-13
> CCOc1ccc(C2C(C(=O)OCCOC)=C(C)NC3=C2C(=O)CC(C)(C)C3)cc1 (stereo not drawn)
 : -0.1	7	0.0	-3
> Cc1cc(C)c(S(=O)(=O)NC(C)c2nc(-c3ccncc3)n[nH]2)c(C)c1 (stereo not drawn)
 : 0.1	9	0.5	8
> O=C(Nc1ccccc1F)c1ccc2c(c1)ncn2-c1ccccc1
 : 0.1	-80	-0.8	1
> COc1c2c(c(OC)c3occc13)OC(O)(C(F)(F)C(F)F)CC2=O (stereo not drawn)
 : 0.0	9	3.1	-7
> O=C(Nc1ccc(S(=O)(=O)N2CCCCCC2)cc1)/C(Cl)=C/c1ccccc1
 : -0.2	-3	1.9	0

# One compound at a time, from the list above. Screens in order: FBW7 act, TEAD-YAP block, GPR151 ag, MITF inh
# O=C(NCc1ccccc1)c1cncc(-c2ccc(C(=O)NC3CC3)cc2)c1 reads -0.1, -2, 3.3, -9
# COC(=O)C1=C(C)NC(C)=C(C(=O)OC)C1c1cccs1 reads 0.2, 10, -0.8, 12
# COc1ccc(Nc2nc(C)nc3c2nnn3Cc2ccccc2)cc1OC reads 0.5, 14, 0.9, 16
# COc1ccc2c(c1)sc(=NC(=O)c1ccc(S(=O)(=O)N(C)C)cc1)n2C reads -0.1, 6, -1.4, 13

# Further structures follow:
# Fields – FBW7 act	TEAD-YAP block	GPR151 ag	MITF inh
> CCC(=O)Oc1ccc(NC(=O)CCC(=O)O)cc1
 : 0.0	-3	-0.2	-15
> FC(F)(F)c1ccccc1NC(=S)N1CCN(c2ncccn2)CC1
 : 0.0	-4	-0.1	-7
> COc1ccc(/C(N)=N/OC(=O)c2ccc3ccccc3c2)cc1
 : 0.1	-7	4.6	3
> CCOc1ccc(C(=O)N2CCN(C(c3ccccc3)c3ccccc3)CC2)cc1
 : 0.1	0	0.5	9
> O=C(COC(=O)c1cc([N+](=O)[O-])ccc1NCCO)Nc1ccc(F)c(F)c1F
 : 0.0	1	-0.2	16
> CC(Cc1cccs1)NC(=O)c1cc(Br)ccc1Cl (stereo not drawn)
 : 0.1	6	1.7	-4
> Cc1ccccc1-n1c(SCC(=O)Nc2cccc(O)c2)nnc1-c1cccnc1
 : -0.1	1	-1.4	2
> CCNC(=O)c1ccccc1NC(=O)c1cccc(S(=O)(=O)N2CCCCC2)c1
 : -0.2	9	-0.2	9
> CCOC(=O)c1c(NC(=O)c2ccccc2Cl)sc(C(=O)Nc2ccccc2OCC)c1C
 : 0.1	1	-0.3	-14
> O=C(c1ccc(F)cc1)N(CCCn1ccnc1)c1nc2ccc(Cl)cc2s1
 : -0.1	11	0.7	12
> O=C(Nc1ccccc1Cl)c1cc(S(=O)(=O)NC2CCCCCC2)ccc1F
 : 0.1	1	1.1	2
> CCC(=O)N1CCN(c2ccc(-c3ccc(OC)c(OC)c3)nn2)CC1
 : 0.6	6	-1.4	5
